p53 reactivation = mutant p53 re-activation in reporter cells | Potency, µM (doses to about 92.2 µM), for the others: at the highest dose activity change, positive = activation, usual class: activators | H1299 p53-A138V BP100-luciferase reporter, luminescence, 24 h | AID 504706 | hit rate 0.063% among 320,000; further: potency means the concentration at half of the fitted maximal effect; % of control where 0% means no effect; nearly all actives have a fitted effect of over 45% in size
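H1299 (p53-null), stable ts p53-A138V + BP100-Luc; 1000 cells/well, Opti-MEM/10% FBS; cpd 4 pt, 1:5; 24 h, 37 deg C, 5% CO2; detection reagent 10 min RT; luminescence.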
FLuc counter = firefly luciferase modulation, counter-screen for miR-21 project. P08659. purified FLuc, Km substrates, luminescence inhibition. Potency, µM (titrated, usually from 57.5 µM), for inactives: top-dose activity change, negative = inhibition, actives largely listed as inhibitors. hit rate 6.9% among 360,000;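 further: potency means the concentration at half of the fitted maximal effect; plate controls were vehicle for no effect and reference inhibitor for full effect; nearly all actives have a fitted effect of over 55% in size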
Target sequence (P08659 whole entry, looked up): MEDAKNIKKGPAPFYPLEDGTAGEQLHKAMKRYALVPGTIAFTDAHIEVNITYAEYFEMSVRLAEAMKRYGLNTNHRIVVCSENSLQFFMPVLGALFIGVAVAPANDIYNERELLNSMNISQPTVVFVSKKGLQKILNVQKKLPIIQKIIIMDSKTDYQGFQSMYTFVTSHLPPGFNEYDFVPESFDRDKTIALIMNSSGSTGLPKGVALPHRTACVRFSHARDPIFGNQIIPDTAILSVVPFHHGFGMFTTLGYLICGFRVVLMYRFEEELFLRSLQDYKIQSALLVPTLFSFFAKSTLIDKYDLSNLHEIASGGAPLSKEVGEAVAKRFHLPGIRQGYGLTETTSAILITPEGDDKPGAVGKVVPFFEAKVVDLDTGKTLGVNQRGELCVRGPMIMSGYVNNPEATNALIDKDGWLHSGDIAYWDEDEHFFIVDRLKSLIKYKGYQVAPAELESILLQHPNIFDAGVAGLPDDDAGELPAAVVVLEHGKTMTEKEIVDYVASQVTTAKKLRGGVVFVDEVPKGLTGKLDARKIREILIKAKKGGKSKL
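Biochemical qHTS of compounds, final roughly 60 µM downward over six points, against 10 nM purified firefly luciferase using Km concentrations of substrates (10 uM D-luciferin, 10 uM ATP) in Tris acetate pH 7.5 buffer; luminescence output.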
Rab9 promoter act = Rab9 promoter activation; Huh7 Rab9 promoter-luciferase reporter, luminescence, 24 h; Potency, µM (titrated, usually from 9.22 µM), for inactives: at the top dose activation, negative = inhibition, most hits filed as activators; hit rate 2.8% among 320,000; AID 485297; further: potency means the concentration at half of the fitted maximal effect; % of control where 0% means no effect; nearly all actives have a fitted effect of over 60% in size
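Rab9 promoter-driven luciferase in stably transfected Huh7 cells; 1500 cells/well rested 2 h, exposed to compound in DMSO for 24 h at 37 °C, 5% CO2. Luminescence read 10 min after adding luciferase reagent at ambient temperature.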
RORgamma inh = ROR gamma (mouse) transcription inhibition. Drosophila S2 Gal4-RORgamma UAS-luciferase reporter, 20 h. Potency, µM (doses to about 53.6 µM), for the others: at the highest dose activity change, negative = inhibition, hits mostly inhibitors. hit rate 5.4% among 310,000; further: potency means the concentration at half of the fitted maximal effect; on the % scale 0 is the no-effect control and ±100 the full control effect; nearly all actives have a fitted effect of over 60% in size
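Schneider cells (Drosophila), stable Gal4 DBD–ROR gamma + UAS-luc; 1 hr cmpd preincubation; Cu2+ induction 700 uM final; 20 hr ambient; luminescence.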
Tb PFK block = inhibitors of T. brucei phosphofructokinase. T. brucei PFK, ADP-Glo luminescence. Potency, µM (highest dose often 57.5 µM), for the others: top-dose activity, negative = inhibition, hits mostly inhibitors. hit rate 0.17% among 330,000;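 further: potency means the concentration at half of the fitted maximal effect; 0% = uninhibited 1x PFK enzyme wells and -100% = no-enzyme wells; nearly all actives have a fitted effect of over 60% in size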
Target sequence (O15648 whole entry, looked up): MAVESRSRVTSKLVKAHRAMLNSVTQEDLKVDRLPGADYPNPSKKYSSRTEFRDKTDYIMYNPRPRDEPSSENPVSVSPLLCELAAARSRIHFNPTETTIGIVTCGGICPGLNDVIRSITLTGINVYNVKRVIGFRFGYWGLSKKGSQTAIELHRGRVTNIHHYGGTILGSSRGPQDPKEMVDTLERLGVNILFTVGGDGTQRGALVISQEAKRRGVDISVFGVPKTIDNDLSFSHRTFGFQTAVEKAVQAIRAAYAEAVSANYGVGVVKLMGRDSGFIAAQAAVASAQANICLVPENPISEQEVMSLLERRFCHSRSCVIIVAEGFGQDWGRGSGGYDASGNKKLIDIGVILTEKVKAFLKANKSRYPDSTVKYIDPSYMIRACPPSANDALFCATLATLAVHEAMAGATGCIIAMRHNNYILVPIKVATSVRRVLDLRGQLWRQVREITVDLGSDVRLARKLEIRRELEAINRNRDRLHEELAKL
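1.25 nM PFK with 0.5 mM F6P and 0.1 mM ATP in 0.1 M TEA pH 8.0, 5 mM MgCl2, incubated 45 min at room temperature; ADP measured by ADP-Glo luminescence; compounds titrated up to 57 uM.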
ELG1 genotoxic = genotoxicity induction in ELG1-luciferase HEK293T cells; Potency, µM (doses to about 46 µM), for the others: at the highest dose activity change, positive = activation, actives largely listed as activators; hit rate 1.3% among 330,000; AID 504466; HEK293T ELG1-luciferase reporter, luminescence, 16 h; further: potency means the concentration at half of the fitted maximal effect; % of control where 0% means no effect; nearly all actives have a fitted effect of over 60% in size
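After overnight (16 hr) compound treatment at 37 °C, ELG1-luciferase HEK293T cells were lysed with ONE-Glo; luminescence quantified 30 min later at room temperature.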
TRPV1 ag = activates the human vanilloid receptor TRPV1; hit rate 0.19% among 320,000; TRPV1-expressing cells, Fluo-8 calcium influx, agonist mode; activation, % at 8.33 µM; in the data active means activation above about 80%; inconclusive means between about 30% and that limit; further: 0% is about no effect
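Fluo-8 calcium influx in TRPV1-expressing cells, kinetic read (ex 480/em 520 nm). Compound added and read 3 min for agonist activity, followed by capsaicin at EC20 final and 2 min further read for enhancement.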
BRCA1 expr act = activators of BRCA1 expression; MCF7-BRCA1-FFLuc reporter, luminescence, 48 h; response scale: scaled: vehicle 0%, 10 µM genistein 100%; Potency, µM (titrated, usually from 46.1 µM), for inactives: top-dose activation, usual class: activators; hit rate 1.1% among 380,000; further: potency means the concentration at half of the fitted maximal effect; nearly all actives have a fitted effect of over 80% in size; some results filed as inactive show a strong effect at the top dose
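Cells: MCF7-BRCA1-FFLuc, 2000/well. Exposure: 48 h, 37 °C, 5% CO2. Read: luminescence, 15 min post-substrate. Controls: genistein 10 microM (maximal activation), DMSO (neutral).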
ELG1 DNA repair = ELG1-dependent DNA repair inhibition. AID 504467. HEK293T ELG1-luciferase reporter, luminescence, 16 h; DNA damage induced by 5-fluorouridine. Potency, µM (doses to about 46.1 µM), inactives show at the highest dose activity change, negative = inhibition, hits mostly inhibitors. hit rate 2.3% among 330,000; further: potency means the concentration at half of the fitted maximal effect; on the % scale 0 is the no-effect control and ±100 the full control effect; nearly all actives have a fitted effect of over 55% in size
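Step one: seed 2,000 cells per well. Step two: pin-transfer compound or DMSO alongside 5-fluorouridine. Step three: incubate 16 hr, 37 °C, 5% CO2. Step four: add ONE-Glo, wait 30 min, read luminescence.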
NPC1 promoter act = NPC1 promoter activation; hit rate 2.4% among 320,000; Huh7 NPC1 promoter luciferase reporter, 24 h; Potency, µM (titrated, usually from 9.22 µM), inactives show at the top dose activation, hits mostly activators;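 further: potency means the concentration at half of the fitted maximal effect; % of control where 0% means no effect; nearly all actives have a fitted effect of over 60% in size; reporter is driven by a mutant NPC1 promoter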
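Readout is luciferase luminescence, reflecting NPC1 promoter activation in stably transfected Huh7 cells after 24 h compound exposure at 37 °C in reduced-serum medium with 10% FBS.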
VP16 counter = inhibits Gal4-VP16 luciferase reporter, ROR gamma counter-screen. Drosophila S2 Gal4-VP16 UAS-luciferase, luminescence, 20 h. Potency, µM (series often up to 53.6 µM), for inactives: top-dose activity, negative = inhibition, usual class: inhibitors. hit rate 3.5% among 310,000. AID 2546;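 further: Gal4-VP16 expression switched on by copper sulfate through the metallothionein promoter; potency means the concentration at half of the fitted maximal effect; on the % scale 0 is the no-effect control and ±100 the full control effect; nearly all actives have a fitted effect of over 50% in size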
Numbers without * were called inactive; ? = inconclusive; · = not tested or not shown; [ ] = remark or other dose. Unless noted, the call rests on the fitted dose curve; in most records, active means well fitted curve in the direction sought with a large enough effect; inconclusive means small, poorly fitted or top-dose-only effect, or another doubt; inactive means no such curve, though single readings can be large; an effect the other way counts as inactive or inconclusive.

SMILES | p53 reactivation | FLuc counter | Rab9 promoter act | RORgamma inh | Tb PFK block | ELG1 genotoxic | TRPV1 ag | BRCA1 expr act | ELG1 DNA repair | NPC1 promoter act | VP16 counter
COc1cc(CO)ccc1Oc1nc2ccccc2n2cnnc12 | -3% | -2% | 1% | 0% | -2% | 1% | -4 | -16% | 0% | -5% | -1%
CCN(CC)C(=O)Cn1cc(S(=O)(=O)CC(=O)NCCc2ccc(OC)c(OC)c2)c2ccccc21 | 7% | -4% | -4% | -6% | 0% | -1% | 3 | -6% | -10% | -3% | 5%
NC(=O)C1CCN(C(=O)c2cc(S(=O)(=O)N3CCOCC3)c(Cl)cc2Cl)CC1 | 5% | -3% | 9% | -7% | -2% | -3% | -1 | 3% | 10% | 1% | -3%
CCOC(=O)N1CCN(C(=O)CCN2C(=O)COc3ccc(C)cc32)CC1 | ? | 2% | -7%[1.84 µM] | 24% | 11% | -2% | 0 | 4% | 1% | -4% | 6%
Cc1ccccc1NS(=O)(=O)c1ccc(C(=O)N(C)CC(=O)Nc2ccccc2Br)cc1 | 0% | · | · | · | -5% | -4% | · | -7% | 0% | · | ·
O=C(NCCCN1CCOCC1)c1ccc(CNS(=O)(=O)c2ccc(Br)cc2)cc1 | 0% | 3% | -8% | 7% | -2% | 2% | 2 | 0% | -4% | -9% | 6%
CSc1ccccc1C(=O)Nc1nc2ccccc2[nH]1 | ? | ? | 4.5µM* | 5µM* | -2% | ? | 17 | 52% | ? | 3.2µM* | ?
CCCNC(=S)N1CCC(C(=O)c2ccc3c(c2)OCCO3)CC1 | -2% | -1% | -3% | 0% | -6% | -2% | 17 | 0% | ? | -1% | 6%[10 µM]
O=C(c1cn(-c2ccc(Cl)c(Cl)c2)nn1)C1CC1 | 8% | 2% | ? | 6% | 8% | 7% | 17 | -14% | 13% | ? | 7%
Cc1c(C(=O)N2CCc3ccccc3C2)oc2ccc(S(=O)(=O)N3CCCCCC3)cc12 | 3% | 3% | -15% | ? | 0% | 5% | ? | -66% | 16µM* | -9% | -10%
Cc1cc(CNC(=S)Nc2ccc(Br)cc2Cl)nn1C | 0% | -1% | 8% | 22% | -2% | -5% | 94* | 1% | 0% | 7% | -4%
CCC(C)[C@H](NC(=O)OC(C)(C)C)C(=O)NCC1CCC(C(=O)N[C@@H](Cc2ccccc2)C(=O)O)CC1 (some centres undefined) | -1% | 0% | 3% | -10% | 2% | -3% | -1 | 12% | 6% | -1% | 15%
O=C(O)c1cc([N+](=O)[O-])ccc1NCc1ccccc1Cl | -3% | ? | -7% | 3% | 0% | 0% | -3 | -19% | 1% | 0% | -14%
CCN(CC)S(=O)(=O)c1ccc(Cl)c(C(=O)Nc2cccnc2)c1 | -35%[inhibitor] | -3% | 0% | 45% | 5% | -9% | 0 | 4% | ? | -5% | -3%
C=CCOC(=O)C1C(=O)CC(C)(O)C(C(=O)OCC=C)C1c1ccc(OCC)cc1 (centres undefined) | 4% | -1% | -9% | -30% | 0% | 6% | ? | -15% | 1% | -1% | -2%
O=S(=O)(c1cccc(Br)c1)N1CCN(S(=O)(=O)c2ccc3c(c2)OCCO3)CC1 | 0% | · | · | · | 6% | -1% | · | -9% | 10% | · | ·
C/C(=N\NC(=O)c1cc2ccccc2cc1O)c1ccc2c(c1)OCO2 | -7% | 9.5µM* | 25% | 16µM* | 1% | 10% | -3 | 6% | 26% | 21% | ?
CCOc1ccccc1NC(=S)Nn1cnnc1 | -3% | ? | -2% | -34% | -10% | 0% | -2 | 9% | -1% | 3% | -15%
CC(NC(=O)COc1ccccc1)C(c1cccs1)N1CCCC1 (centres undefined) | -1% | -2% | -5% | 4% | -1% | 4% | 2 | 5% | 13% | -5% | 0%
O=C(c1ccc(Br)cc1)N1CCC(C(=O)N2CCN(Cc3ccccc3)CC2)CC1 | -5% | -3% | -6% | 4% | -4% | -3% | 8 | -13% | -28% | 0% | 7%
COc1ccccc1CC(Cc1nc2ccccc2[nH]1)c1nc2ccccc2[nH]1 (centres undefined) | 1% | -4% | -10% | ? | -1% | -8% | ? | -37% | -19% | 0% | ?
O=C(Nc1ccccc1)Oc1cccc(Br)c1 | 4% | ? | 15% | 33% | -8% | 12% | 2 | 64% | ? | 11% | 16%
O=C1CC(c2ccccc2)CC(O)=C1C=NCCCO (centres undefined) | -3% | 2% | -12% | -10% | 1% | -1% | 4 | 2% | -5% | -1% | -2%
CC(C)=NOc1nc(N(C)C)nc(N2CCOCC2)n1 | 3% | 6% | 8% | 2% | 0% | -2% | 5 | -4% | -37% | -2% | -5%
COc1cccc(N/N=C(\C#N)S(=O)(=O)C(C)(C)C)c1 | 3% | -18% | -4% | 25% | 3% | -7% | 0 | -6% | ? | -2% | -8%
CCN(C(=O)CSc1cc(C)c2ccccc2n1)C1CCS(=O)(=O)C1 (centres undefined) | -3% | 0% | -2% | -9% | -4% | 1% | -2 | -5% | 6% | 0% | -10%
NC(=O)C1CNc2ccccc2O1 (centres undefined) | -4% | 7% | 1% | -13% | 5% | -4% | 0 | -27% | 0% | 15% | -5%
Nc1ccnn1-c1ccccc1 | 3% | -2% | -4% | 21% | -2% | 5% | 6 | 2% | ? | -2% | -2%
CCOC(=O)c1c(NC(=O)COC(=O)c2ccccn2)sc2c1CCC2 | 2% | -1% | -2% | -2% | -2% | ? | -3 | 2% | 25% | -3% | -16%
COc1ccccc1N1C(=NC(=O)CCC2CCCC2)SC2CS(=O)(=O)CC21 (centres undefined) | 2% | 4% | -4% | -1% | 0% | 3% | 0 | -4% | ? | -3% | -6%
COc1ccc(N2CCN(C(=O)CCCNC(=O)Cn3cnc4sc(C)c(C)c4c3=O)CC2)cc1 | -1% | 1% | -5% | ? | 12% | -15% | -1 | -22% | -28% | 0% | 10%
CCN1C(=O)CSc2ccc(C(=O)NCc3ccccc3)cc21 | -10% | -14% | 1% | 16% | 5% | 0% | 1 | -29% | -5% | 0% | -1%
CC(C)(C)c1ccc(C(=O)NN=C2CCCC2)cc1 | · | -19% | 4% | ? | 1% | -5% | -3 | -14% | ? | -1% | 6%
CCOC(=O)c1sc(NC(=O)c2ccco2)c(C#N)c1C | 12% | 13µM* | -2% | ? | 1% | -2% | 10 | -5% | 14% | 0% | 16%
O=C(CCc1ccccc1O)NC1CCCc2ccccc21 (centres undefined) | -2% | 0% | 0% | 25% | -8% | -8% | -2 | -14% | 22% | -1% | 2%
CCS(=O)(=O)N1Cc2ccccc2CC1C(=O)N(C)CC(=O)Nc1ccc(OC)cc1 (centres undefined) | -7% | -7% | -1% | · | 6% | 1% | -1 | 4% | 14% | -1% | ·
Cn1ncc([N+](=O)[O-])c1C(=O)NC1CCCCC1 | -6% | 0% | 0% | 5% | -3% | 4% | 0 | 14% | 2% | -1% | -3%
COc1cc(NC(=O)CN(C)S(=O)(=O)c2ccc3c(c2)CC(C)N3C(C)=O)cc(OC)c1 (centres undefined) | · | 2% | -4% | 33% | 0% | -5% | -3 | 28% | ? | -1% | 6%
Cc1cc2oc(=O)cc(-c3ccccc3)c2c(C)c1-c1ccc(C(F)(F)F)cc1 | -1% | · | · | 3% | -6% | 1% | · | 6% | -2% | · | 5%
CC(=O)c1ccc(OCc2cc(C(=O)N3CC4C[C@@H]5CC3C[C@H](C4)C5)no2)cc1 | ? | 9.5µM* | 3.2µM* | 38% | -7% | ? | 29 | 73% | ? | 2.5µM* | ?

Reprinted from the part before: two entries, then new ones.
SMILES | p53 reactivation | FLuc counter | Rab9 promoter act | RORgamma inh | Tb PFK block | ELG1 genotoxic | TRPV1 ag | BRCA1 expr act | ELG1 DNA repair | NPC1 promoter act | VP16 counter
Cc1cc2oc(=O)cc(-c3ccccc3)c2c(C)c1-c1ccc(C(F)(F)F)cc1 | -1% | · | · | 3% | -6% | 1% | · | 6% | -2% | · | 5%
CC(=O)c1ccc(OCc2cc(C(=O)N3CC4C[C@@H]5CC3C[C@H](C4)C5)no2)cc1 | ? | 9.5µM* | 3.2µM* | 38% | -7% | ? | 29 | 73% | ? | 2.5µM* | ?
Cc1ccc(C(=O)N/C(=C/c2cccnc2)C(=O)O)cc1 | 7% | -2% | -4% | 4% | 3% | 1% | 10 | -24% | 11% | -3% | -16%
COC(=O)c1cc(-c2c(C)oc3cc(O)ccc3c2=O)c(C)o1 | -5% | 1% | 0% | -5% | -2% | -1% | -1 | 2% | -4% | -3% | -1%
O=C(c1ccc2c(c1)OCO2)N1CCC2(CC1)Oc1ccc(F)cc1C(=O)C21CC(c2ccc(Cl)cc2)=NO1 (centres undefined) | 4% | 1% | -13% | -25% | -3% | 2% | 1 | 0% | 4% | -7% | 2%
N#CC1=C(N)Oc2c(oc(CO)cc2=O)C1c1cccs1 (centres undefined) | -4% | -1% | -7% | -12% | 0% | 1% | -2 | -1% | -2% | -1% | 3%

Screening results deposited in PubChem BioAssay by National Center for Advancing Translational Sciences (NCATS).
